NR2E3 ag-1: activates human photoreceptor nuclear receptor NR2E3 | GST-NR2E3/biotin-RetCOR TR-FRET, 1536-well | Q9Y5X4 | AID 2300 | inhibition of corepressor binding, % at 4.78 µM | 320,000 compounds, 0.12% hits;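 active = percent inhibition above the cutoff of mean plus 3 SD of all tested compounds, set per screening campaign, cut at about 20% in these data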;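 note: 0% = DMSO wells and 100% = biotin wells as full block of FRET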
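system = GST-tagged NR2E3 plus biotinylated RetCOR corepressor | input = 1.35 nM GST-NR2E3 | also added = 7 nM biotin-RetCOR | schedule = 5 h incubation at 4 °C | measured by = TR-FRET with europium anti-GST and streptavidin-D2, 340 nm excitation | read-out = percent loss of FRET ratio relative to control wells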
TRPM1 prom inh: inhibitors of MITF-driven TRPM1 promoter in melanoma cells; SK-MEL-5 TRPM1 promoter luciferase, 24 h; inhibition, % at 12.5 µM; 330,000 compounds, 0.83% hits; AID 488899;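 active = mean inhibition across replicates of 60% or more, whatever share of single replicates reaches that level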; note: values of inactives mirror those of a sister screen read the other way
HTR2A ag: activates the mouse 5-HT2A serotonin receptor | P35363 | CHO-K1 mHTR2A beta-arrestin complementation, luminescence; percent of 30 µM serotonin response | activation, % at 7.6 µM | 360,000 compounds, 0.66% hits | AID 624169;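 active = activation above a run cutoff, the mean activation of all tested compounds plus 3 SD, cut at about 14% in these data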;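 note: 0% = plate median of compound wells and 100% = 30 µM serotonin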
Target sequence (P35363 whole entry, looked up): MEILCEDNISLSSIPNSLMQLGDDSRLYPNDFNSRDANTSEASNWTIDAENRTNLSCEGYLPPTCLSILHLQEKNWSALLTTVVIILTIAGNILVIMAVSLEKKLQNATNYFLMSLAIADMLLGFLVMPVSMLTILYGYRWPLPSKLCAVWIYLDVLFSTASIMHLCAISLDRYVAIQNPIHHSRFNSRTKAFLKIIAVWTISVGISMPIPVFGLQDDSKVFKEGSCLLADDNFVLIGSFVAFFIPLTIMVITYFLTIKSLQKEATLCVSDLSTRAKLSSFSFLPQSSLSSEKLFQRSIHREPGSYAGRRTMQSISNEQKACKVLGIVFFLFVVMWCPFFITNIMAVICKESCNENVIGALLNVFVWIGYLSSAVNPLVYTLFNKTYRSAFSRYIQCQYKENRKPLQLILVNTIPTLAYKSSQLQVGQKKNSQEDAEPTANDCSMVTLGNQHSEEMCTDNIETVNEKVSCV
CaV13 ICDI inh: Primary screen for inhibitors of IQ motif and Ca2+-dependent inactivation inhibitor domain binding in CACNA1D, Förster resonance energy transfer in living cells, …. HEK cells, CFP/YFP FRET ICDI-IQ, plate reader, 10 min; percent FRET-ratio fall versus neutral wells. inhibition, % at 12.3 µM. 340,000 compounds, 0.098% hits;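 active = mean replicate inhibition of at least 30% and at least 1% of replicates passing that level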;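 note: 0% = median of the neutral control wells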
H9c2 protect: protects H9c2 cardiomyocytes from peroxide injury | H2O2 injury protection, ATPLite, 2 h | 360,000 compounds, 0.63% hits | protection from H2O2 cell death, % at 20 µM | AID 588492;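 active = compounds giving at least 50% protection of heart cells from peroxide-induced death in the single-dose screen, raw or plate-pattern-corrected value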;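 note: 0% = DMSO wells with peroxide and 100% = DMSO wells without peroxide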
Shn3 3UTR inh: inhibitors of Schnurri-3 3'UTR reporter in osteoblasts | Clone20 osteoblast Shn3 3'UTR firefly luciferase, 24 h | AID 588674 | inhibition, % at 12.5 µM | 360,000 compounds, 0.52% hits;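 active = mean inhibition of at least 75% with every replicate also reaching 75%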;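 note: 0% = median of neutral control wells and 100% = pilot-screen positive control compound; some compounds past the cut are filed as inactive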
Peg3 promoter: inhibitors of Peg3 promoter. HeLa PEG-Prom luciferase reporter, luminescence, overnight. inhibition, % at 20 µM. 360,000 compounds, 1.7% hits;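 active = inhibition of at least 50% at 20 µM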
PDI inh: blocks human protein disulfide isomerase activity. PDI insulin aggregation turbidity, A650, 90 min. AID 588391. 350,000 compounds, 0.052% hits. P07237. inhibition, % at 10 µM;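 active = mean inhibition across replicates of 30% or more, whatever share of single replicates reach that level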;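 note: absorbance from insulin aggregation driven by PDI reduction with DTT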
Target sequence (P07237 whole entry, looked up): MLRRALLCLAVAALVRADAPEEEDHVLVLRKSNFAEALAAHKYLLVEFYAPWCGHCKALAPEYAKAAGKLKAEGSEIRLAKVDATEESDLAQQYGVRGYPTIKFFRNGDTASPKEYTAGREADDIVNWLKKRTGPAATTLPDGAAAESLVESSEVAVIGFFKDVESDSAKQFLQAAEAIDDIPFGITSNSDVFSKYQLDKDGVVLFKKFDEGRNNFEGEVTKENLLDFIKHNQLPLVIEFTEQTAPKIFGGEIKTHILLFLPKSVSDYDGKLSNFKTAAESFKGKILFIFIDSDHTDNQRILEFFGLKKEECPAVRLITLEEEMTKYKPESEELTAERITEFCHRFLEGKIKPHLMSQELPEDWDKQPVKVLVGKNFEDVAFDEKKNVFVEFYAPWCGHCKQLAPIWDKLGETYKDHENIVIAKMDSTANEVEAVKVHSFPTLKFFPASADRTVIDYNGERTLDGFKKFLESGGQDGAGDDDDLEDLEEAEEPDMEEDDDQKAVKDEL
HIF-2a inh: blocks HIF-2a reporter activity; 786-0 RCC cells HIF-2a reporter, luciferase luminescence, overnight; inhibition, % at 18.8 µM; 360,000 compounds, 0.72% hits;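 active = inhibition of the luminescence signal of 40% or more relative to plate controls, in a single-dose primary screen at 18.75 µM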
NR2E3 ag-2: human photoreceptor-specific nuclear receptor agonism; Q9Y5X4; CHO-S Gal4-NCOR/VP16-NR2E3 two-hybrid, luciferase; inhibition of corepressor binding, % at 3.98 µM; 360,000 compounds, 0.35% hits; AID 602229;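 active = inhibition above the mean of all tested compounds plus 3 SD, cut at about 70% in these data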;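 note: 0% = DMSO with NR2E3 transfected cells and 100% = cells lacking NR2E3 construct; higher means lower luciferase signal from less NR2E3 corepressor binding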
hiPSC survival: enhancers of human iPSC single-cell survival | hiPSC single-cell survival, ATPlite luminescence; 100% = ROCK inhibitor wells, 0% = DMSO | survival enhancement, % at 20 µM | 360,000 compounds, 0.044% hits; in the data active = survival enhancement above about 18%;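 note: cells exposed to compounds for 16 hours before the ATP read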
Active calls of the source: *; . = not tested or not shown. Random draw from the library; any-hit rate near 3.9%.

SMILES	NR2E3 ag-1	TRPM1 prom inh	HTR2A ag	CaV13 ICDI inh	H9c2 protect	Shn3 3UTR inh	Peg3 promoter	PDI inh	HIF-2a inh	NR2E3 ag-2	hiPSC survival
CCN(CC)C(=O)c1cccc(-c2csc(C(O)c3cccc(OC)c3)n2)c1 (stereo not drawn)	.	.	1	-4	-6	7	17	-1	19	22	-0.9
CCCCC[C@H](O)/C=C/[C@@H]1[C@@H](CCCCCCC(=O)O)[C@@H](O)C[C@H]1O	1	-8	2	.	14	-6	-22	-2	7	-5	0.5
CCCCN(C(=O)Cn1nnc2ccccc21)C(C(=O)NCCOC)c1ccc(OC)cc1OC (stereo not drawn)	3	10	-6	.	3	8	3	3	14	-10	-1.5
COc1ccccc1C(CNC(=O)C1COc2ccccc2O1)N1CCCC1 (stereo not drawn)	-1	-1	0	-4	7	-23	-28	-10	-10	6	-0.7
COc1cc(-c2nc3ccccn3c2/N=C/c2cccc(OC)c2O)ccc1O	-6	-5	0	-3	7	-9	-25	2	-31	-8	-1.3
CC1CC(C)CN(C(=O)/C=C/c2ccc(S(=O)(=O)N3CCOCC3)cc2)C1 (stereo not drawn)	-2	8	8	-5	-1	-4	9	-11	7	-21	-0.3
COc1ccccc1OCC(=O)Nc1ccc(N2CCOCC2)cc1N1CCOCC1	0	-2	-1	-6	7	0	-6	3	-8	-6	-0.4
O=C(CCc1nc(-c2ccc(Cl)cc2)no1)NCc1ccccc1CN1CCOCC1	0	-1	-7	-6	4	2	11	14	-2	14	0.1
O=P(NCc1ccccc1)(OCc1ccccc1)OCc1ccccc1	.	-4	-4	-5	3	1	6	5	17	6	1.5
COc1cccc(-c2nc(N3CC(C)CC(C)C3)c3ccccc3n2)c1O (stereo not drawn)	.	15	1	.	-7	.	11	-3	6	-15	-0.1
C=CCN1C(=O)C(CC(=O)Nc2ccccc2)N(Cc2ccccn2)C1=S (stereo not drawn)	0	10	1	-5	9	11	23	-2	14	-2	0.5
NC(=O)Cc1ccc(C(=O)c2ccccc2)s1	4	0	-2	-4	-4	-16	-26	8	-24	8	-2.3
Cc1cc(Cl)ccc1NC(=O)C1COc2ccccc2O1 (stereo not drawn)	5	-26	3	-3	0	-22	-99	6	-153	-6	-0.4
CC1(C(=O)NS(=O)(=O)c2ccc(Cl)cc2)CCN1C(=O)Cc1ccc(Cl)cc1Cl (stereo not drawn)	.	.	-1	-11	3	8	11	-23	7	10	1.6
O=C(CSCc1nc2c(nnn2Cc2ccc(F)cc2)c(=O)[nH]1)Nc1cccc(C(F)(F)F)c1	-1	11	-7	-20	7	3	9	-2	12	8	-0.6
CC(=O)Nc1ccc(SCC(=O)OCC(=O)NC(=O)NCc2ccco2)cc1	2	1	10	-4	15	-7	16	-14	4	-34	4.9
CC1(C)Oc2ccc3ccc(=O)oc3c2C[C@H]1O	3	-21	-6	-10	11	2	-15	-11	-2	-42	-3.0
CC(=O)c1cc(-c2ccc(F)cc2)n(CC(=O)NCc2cccs2)c1C	2	-6	-1	-2	6	8	1	4	15	-13	-2.4
CC(=O)Nc1ccc(S(=O)(=O)Nc2nc3ccccc3s2)cc1	3	4	5	-5	5	-15	2	5	2	-8	1.8
Cc1cccc(CN2CCN(C(=O)CN(C)C(C)C(=O)Nc3ccc(C(N)=O)cc3)CC2)c1 (stereo not drawn)	3	12	-9	-6	-7	12	5	2	3	-23	1.2

Some of these compounds in order of their number in TRPM1 prom inh, high to low.
| Compound | NR2E3 ag-1 | TRPM1 prom inh | HTR2A ag | CaV13 ICDI inh | Shn3 3UTR inh | Peg3 promoter | PDI inh | HIF-2a inh | NR2E3 ag-2 |
| --- | --- | --- | --- | --- | --- | --- | --- | --- | --- |
| O=C(CSCc1nc2c(nnn2Cc2ccc(F)cc2)c(=O)[nH]1)Nc1cccc(C(F)(F)F)c1 | -1 | 11 | -7 | -20 | 3 | 9 | -2 | 12 | 8 |
| CC(=O)Nc1ccc(SCC(=O)OCC(=O)NC(=O)NCc2ccco2)cc1 | 2 | 1 | 10 | -4 | -7 | 16 | -14 | 4 | -34 |
| CC(=O)c1cc(-c2ccc(F)cc2)n(CC(=O)NCc2cccs2)c1C | 2 | -6 | -1 | -2 | 8 | 1 | 4 | 15 | -13 |

Next part.
SMILES	NR2E3 ag-1	TRPM1 prom inh	HTR2A ag	CaV13 ICDI inh	H9c2 protect	Shn3 3UTR inh	Peg3 promoter	PDI inh	HIF-2a inh	NR2E3 ag-2	hiPSC survival
CCCCCN(C(=O)CCC(=O)OCc1cccc(C)c1)c1c(N)n(CCCC)c(=O)[nH]c1=O	-5	19	-1	-6	-1	-5	15	-1	3	3	-0.5
CCCCC(CC)CNC(=O)C(=O)c1ccccc1NC(C)=O (stereo not drawn)	1	1	5	-2	0	-15	18	3	4	5	-1.1
O=C(Oc1ccc(N(Cc2cccs2)C2=NS(=O)(=O)c3ccccc32)cc1)c1ccccc1Cl	2	7	6	.	75*	20	18	-10	7	-5	-2.7
Cc1cc(NCCC(C)C)n2nc(C)c(-c3ccccc3)c2n1	3	-36	-3	-5	-17	-8	-62	-5	-83	1	8.0
CC(=O)/C(N=Nc1cccc(C(F)(F)F)c1)=C(\C)O	4	-12	2	-4	-7	13	9	0	9	-3	6.3
O=C(CSc1nc2nc3c(cc2c(=O)n1-c1ccccc1)CCCC3)Nc1ccccc1	0	0	-2	-8	12	-6	19	0	17	-7	5.1
COc1ccc(CNC(=O)CCN2C(=O)c3ccncc3C2=O)cc1OC	1	-3	-2	-2	10	0	1	0	11	-15	-0.6
CCCNC(=O)c1ccccc1NC(=O)COc1ccc(OC)cc1	-2	8	4	-4	6	-3	17	-3	8	-11	-1.1
COc1ccc(/C=N/NC(=O)C(C)n2cnc3ccccc3c2=O)cc1 (stereo not drawn)	-4	9	-2	-11	0	1	8	-4	4	-27	0.8
CCOC(=O)c1nn(-c2ccccc2)c2nc(Nc3ccccc3)cc(=O)n12	-2	-12	3	-5	6	-10	0	3	14	-28	0.7
O=[n+]1cc(-c2ccccc2)n([O-])c2c1CCC2	-2	-5	1	0	0	15	4	4	5	-4	7.4
O=C(NC1CCCCC1)C(c1cc2ccccc2o1)N1CCOCC1 (stereo not drawn)	.	.	-2	.	5	-10	-17	.	5	2	0.6
Cc1ccnc(NC(=O)c2ccc(S(=O)(=O)N3CCCCCC3)cc2)c1	-2	-80	-11	-5	-8	-105	-234	3	-190	-117	-0.5
CCc1ccc(CN2C(=O)c3ccccc3C2C(=O)NCc2cccnc2)cc1 (stereo not drawn)	2	5	0	-17	-2	4	-3	-25	19	-10	-0.2
CC(=O)Nc1nonc1NC(C)=O	3	-6	3	-3	-1	8	13	1	19	-20	-3.1
CCc1ccccc1NC(=S)N(CCN(C)C)C(C)c1cccnc1 (stereo not drawn)	-1	5	-1	-18	8	-3	20	-2	16	-3	-0.9
Cc1ccccc1C(OCCN(C)C)C1CCCCC1 (stereo not drawn)	1	1	-1	-20	7	10	-3	1	10	-11	-3.9
Cc1ccc(Nc2nc(C(=O)NCC3CCCO3)cs2)cc1 (stereo not drawn)	2	4	-4	-9	-2	-45	-61	-5	-102	-23	-0.5
Cc1ccc(CSCCNC(=O)c2ccc(C)cc2)cc1	1	-8	-3	-7	-5	-2	-3	-2	-32	-1	1.6
CCc1ccccc1Oc1nc(NCc2ccccc2)nc2ccsc12	.	.	-1	-5	-12	3	18	-1	23	5	3.2
O=C(NCCCN1CCOCC1)c1[nH]c(C(F)(F)F)nc1-c1ccccc1	.	.	5	-2	-2	-18	2	.	14	-17	4.0
Cc1ccc(OCC(=O)NN=C2C3CC4CC(C3)CC2C4)cc1	3	-3	-1	-3	1	-11	-5	-2	11	-2	0.7
COCCNS(=O)(=O)c1cc(Br)ccc1OC	3	0	7	-8	3	-12	20	0	16	-5	3.9
O=C(Cc1coc2ccc3ccccc3c12)Nc1nccs1	3	26	1	-3	-10	0	10	3	6	12	-1.8
CCNC(=O)CC1C(=O)N(c2ccc(F)cc2)C(=S)N1CCc1ccncc1 (stereo not drawn)	5	5	4	-6	2	-10	11	22	14	13	-0.2
CC1CCN(C(c2ccc(N(C)C)cc2)c2nnnn2C(C)(C)C)CC1 (stereo not drawn)	1	5	5	-3	0	-8	7	-4	9	-17	-3.3
COCCNC(=O)C1(C)CCCN(Cc2ccc(-n3ccnc3)cc2)C1 (stereo not drawn)	.	.	7	-5	-1	7	-5	0	-4	13	1.3
O=C(COC(=O)C1CC(=O)N(Cc2ccccc2)C1)Nc1ccccc1F (stereo not drawn)	-1	12	-5	0	7	15	8	0	6	-20	0.0
Cc1c(Cl)cnc(NC(=O)COC(=O)c2ccc(S(=O)(=O)NCc3ccco3)cc2)c1Cl	-2	1	0	-3	4	4	13	3	10	-8	-1.2
Cn1nnnc1SCC(=O)NCc1cc([N+](=O)[O-])ccc1O	-2	2	4	2	0	-4	-5	5	5	-15	0.2
CCCOc1ccc(N2CC(C(=O)NC(C)C)CC2=O)cc1 (stereo not drawn)	0	-3	-4	-5	1	0	-5	-4	-8	-25	3.1
Cc1ccc2nc(-c3ccc(NC(=O)c4ccco4)cc3)[nH]c2c1	3	-71	0	-6	-19	-115	-29	11	-268	-111	-4.9
O=C1Nc2cccnc2N(C(=O)CCl)c2ccccc21	-1	43	-1	-14	-6	18	63*	-4	42*	-27	-0.2
COC(C(=O)Nc1cccc(F)c1)c1ccccc1 (stereo not drawn)	2	-9	-4	.	8	-8	-1	13	13	4	-0.3
O=C(O)c1ccccc1C1=Nc2ccc(O)cc2Oc2cc(O)ccc21	2	1	0	-5	2	-3	5	-5	-3	-18	-1.2
CCOc1ccc(-n2cc(C(=O)Nc3cccc(OC)c3)c3cc(OC)c(OC)cc3c2=O)cc1	1	4	2	-4	30	22	29	3	10	-11	0.2
CCCCCCCCCC(=O)NNC(=O)c1c(O)c2ccccc2n(CC)c1=O	4	16	5	-7	-3	-1	1	-4	31	-11	-0.8
CCN1C(=O)[C@H]2[C@@H](c3ccc(C)cc3)N[C@]3(CCCN(Cc4ccc(C(F)(F)F)cc4)C3=O)[C@H]2C1=O	.	.	3	-3	-8	-12	7	-2	4	9	2.5
O=C(Nc1ccccc1N1CCOCC1)c1cc(Br)c(Br)s1	-4	0	-3	-7	-3	24	9	7	12	-17	-0.3
CNC(=O)[C@@H]1CCC(=O)N1	3	1	6	-9	2	-13	4	5	16	15	-1.0
COc1ccc(C(=O)NCc2ccc3c(c2)cc(C)n3C)cc1OC	0	-3	-2	2	6	-17	12	0	6	-7	-0.2
CCCn1cc(CN2CCCC(C(=O)c3cccc(OC(C)C)c3)C2)c(C)n1 (stereo not drawn)	8	11	-4	-17	-12	2	21	7	15	6	0.0

Assay outcomes deposited in PubChem by several laboratories.
